Screening data deposited in PubChem by several laboratories.
SDO1 yeast rescue: growth rescue of sdo1-depleted yeast, primary screen, S. cerevisiae, bone marrow failure model; S. cerevisiae sdo1-depleted JHY4D growth rescue, OD600 30 h; hits give high values; pdr5 snq2 efflux-pump mutant strain; actives 0.21% (n = 140,000); AID 817, 2007; z-score at 10 µM;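 active means z-score above 3 at both the 24 hr and the 30 hr optical density reads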;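 further: z-score against mean and SD of all compound wells on the same plate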
Insulin prom inh: inhibitors of insulin promoter-driven GFP, primary screen, imaging, TRM-6 cells (human fetal islet line), eGFP reporter, cell count. actives 0.9% (n = 130,000). inhibition, % at 2 µM. reporter expression induced with tamoxifen. AID 1273, 2008;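 active means inhibition above the mean plus 3 SD, with well images judged a real hit on visual review, cut at about 60% in these data, passing the limit was not always enough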
SDO1 yeast rescue Rescue 24 h: further read-out of SDO1 yeast rescue, marked with its call; z-score; S. cerevisiae sdo1-depleted JHY4D growth rescue, OD600; measured here: growth rescue at 24 h;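 0 is the plate mean of compound wells and units are plate SD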
Active calls of the source: *; i = inactive; x = not tested or not shown. An excerpt; count on the stated rates, not on these rows.

| structure | SDO1 yeast rescue | SDO1 yeast rescue Rescue 24 h | Insulin prom inh |
| --- | --- | --- | --- |
| O=C(CCCN1C(=O)/C(=C\c2cccs2)SC1=S)Nc1cccc(C(=O)O)c1 | x | x | -7 |
| CC1Cc2ccccc2N1C(=O)CSc1nnnn1C (stereo unspecified) | 0.85 | 0.43 | -10 |
| Cc1cc(C(=O)COC(=O)C2=NN(c3ccccc3)C(=O)CC2)c(C)n1CC(F)(F)F | x | x | 0 |
| O=C(NCCc1ccccc1)C(=O)N/N=C/c1ccccc1C(F)(F)F | 0.74 | 1.1 | x |
| CN1CCN(C(=O)CCCOc2ccc(Cl)cc2Cl)CC1 | 0.77 | 0.57 | x |
| Cc1ccc(NC(=O)COc2ccc(S(=O)(=O)N3CCOCC3)cc2)cc1 | 1.1 | 0.69 | 14 |
| Cc1ccccc1NS(=O)(=O)c1cc(C(=O)N2CCCC2)ccc1C | 0.47 | 0.38 | -18 |
| COc1ccc(C(=O)CN2C(=O)NC3(CCCc4ccccc43)C2=O)cc1OC (stereo unspecified) | 0.46 | 0.2 | -5 |
| COc1ccc(/C(O)=C2/C(=O)C(=O)N(CCCN(C)C)C2c2ccc(Cl)cc2)cc1OC (stereo unspecified) | x | x | 11 |
| Cc1nnc(C)n1/N=C/c1cccc(Oc2ccccc2)c1 | -1.1 | -1.2 | -12 |
| CCOC(=O)CN1C(=O)S/C(=C/c2cc(C)n(-c3ccccn3)c2C)C1=O | 0.04 | -0.17 | -40 |
| Cc1ccc(SCCNC(=O)c2ccc(C)c([N+](=O)[O-])c2)cc1 | -1.2 | -1.1 | 3 |

Nothing new here: 4 of the compounds above.
| structure | SDO1 yeast rescue | SDO1 yeast rescue Rescue 24 h | Insulin prom inh |
| --- | --- | --- | --- |
| O=C(CCCN1C(=O)/C(=C\c2cccs2)SC1=S)Nc1cccc(C(=O)O)c1 | x | x | -7 |
| CC1Cc2ccccc2N1C(=O)CSc1nnnn1C (stereo unspecified) | 0.85 | 0.43 | -10 |
| Cc1cc(C(=O)COC(=O)C2=NN(c3ccccc3)C(=O)CC2)c(C)n1CC(F)(F)F | x | x | 0 |
| O=C(NCCc1ccccc1)C(=O)N/N=C/c1ccccc1C(F)(F)F | 0.74 | 1.1 | x |

Fetched by compound from the list above (3):
| structure | SDO1 yeast rescue | SDO1 yeast rescue Rescue 24 h | Insulin prom inh |
| --- | --- | --- | --- |
| O=C(NCCc1ccccc1)C(=O)N/N=C/c1ccccc1C(F)(F)F | 0.74 | 1.1 | x |
| O=C(CCCN1C(=O)/C(=C\c2cccs2)SC1=S)Nc1cccc(C(=O)O)c1 | x | x | -7 |
| CCOC(=O)CN1C(=O)S/C(=C/c2cc(C)n(-c3ccccn3)c2C)C1=O | 0.04 | -0.17 | -40 |

(listing goes on)
| structure | SDO1 yeast rescue | SDO1 yeast rescue Rescue 24 h | Insulin prom inh |
| --- | --- | --- | --- |
| CCOc1cccc(-c2nnc3sc(-c4cccs4)nn23)c1 | -1.9 | -1.4 | -48 |
| CC(OC(=O)c1ccc(NS(=O)(=O)c2cccs2)cc1)C(=O)N(C)C1CCCCC1 (stereo unspecified) | 0.64 | 0.78 | x |
| CCOC(=O)c1[nH]c2ccccc2c1NC(=S)Nc1ccccc1C | -0.03 | -0.73 | 40 |
| N=c1ccn(Cc2ccc(Cl)cc2)cc1 | 0.7 | -0.03 | 39 |
| Cc1c(NC(=O)COC(=O)c2cc(-c3cccc4ccccc34)nc3ccccc23)c(=O)n(-c2ccccc2)n1C | 0.28 | -0.18 | x |
| O=[N+]([O-])c1ccc(N2CCNCC2)cc1NCc1cccnc1 | 0.93 | 0 | 67* |
| CC(C)CCn1nnnc1C(c1ccc(N(C)C)cc1)N1CCN(C(=O)c2ccco2)CC1 (stereo unspecified) | -0.41 | -0.89 | 50 |
| CC(C)(C)C1CCC(OC(=O)CN2CCOCC2)CC1 (stereo unspecified) | 0.38 | 0.09 | -13 |
| Cc1ccc(N2C(=O)C3CC(c4ccccc4)=C4C5C=CC(C6C(=O)N(c7ccc(C)cc7C)C(=O)C56)C4C3C2=O)c(C)c1 (stereo unspecified) | -0.43 | -0.87 | -22 |
| COc1ccc(Cl)cc1NC(=O)CSc1nnc(COc2ccccc2)n1N | -0.38 | -0.24 | -89 |
| CCN(CC)C(=O)C(=O)Nc1ccc(Oc2ccccc2)cc1 | x | x | 38 |
| Cc1oc(/N=C/c2ccc(O)cc2O)c(C#N)c1C | x | x | 0 |
| CCOC(=O)N1CCN(C(=O)c2ccc3c(=O)n(-c4ccc(OC)cc4OC)c(=S)[nH]c3c2)CC1 | 0.5 | 2.3 | 24 |
| COc1ccc(N/C=C\C(=O)c2ccc3c(c2)OCO3)cc1OC | 0.33 | -0.34 | -51 |
| CNC(=O)C1CCCN1S(=O)(=O)c1ccc(OC)cc1 (stereo unspecified) | 0.82 | 0.64 | -30 |
| CCOC(=O)/C(C#N)=C(C)/C=C1\Sc2ccccc2N1CC | 0.19 | 2.2 | -50 |
| Cc1ccc(C(=O)C2CCN(CC(=O)Nc3ccc4c(c3)OCCO4)CC2)cc1 | -0.66 | -0.36 | x |
| Cc1cc(C(F)(F)F)c(C#N)c(=O)[nH]1 | 0.77 | 0.66 | 39 |
| CC1(C)OC(=O)C2(Cc3ccccc3N3CCCCC32)C(=O)O1 (stereo unspecified) | -0.28 | -0.64 | 53 |
| COc1ccc2c(c1)C(NC(C)=O)C(=O)N2CCc1ccccc1 (stereo unspecified) | x | x | 26 |
| COC(=O)c1c(NC(=S)Nc2ccc(CC(=O)O)cc2)sc(C)c1C | 0.21 | -0.64 | 35 |
| COc1ccc(CNC(C)(C)C)cc1Cl | 1.1 | 0.16 | 3 |
| CCCCOC(=O)Nc1ccccc1C(=O)OC | -0.02 | -0.84 | -57 |
| CCOC(=O)c1ccc(Nc2ccc(-c3ccc(OC)c(OC)c3)nn2)cc1 | 0.75 | 3.1 | 14 |
| Cc1ccc(C)c(N=C2CCCN2Cc2ccccc2)c1C#N | -1.2 | -1.3 | 31 |
| COc1cccc(-c2nnc(-c3ccc(C(F)(F)F)cc3)o2)c1 | -0.64 | 0.01 | 3 |
| CC(CCO)Nc1nc2c(c(=O)n(C)c(=O)n2C)n1Cc1cccc(Br)c1 (stereo unspecified) | 0.61 | 1 | 19 |
| CCCOc1ccccc1N1C(=O)CC(N2CCOCC2)C1=O (stereo unspecified) | 0.86 | 0.52 | 25 |
| Cc1ccc(-c2nnn(CC(=O)N(c3ccccc3)C(C(=O)NC(C)(C)C)c3cccs3)n2)o1 (stereo unspecified) | -0.66 | 1.9 | -30 |
| CCOC(=O)C1=C(c2cccc(F)c2)NC(=S)NC1C (stereo unspecified) | 0.08 | -0.03 | -4 |
| Cc1nc(SCC(=O)Nc2cc(C)on2)c2c3c(sc2n1)CCCC3 | -0.23 | 1.6 | x |
| Cc1cc(Cl)ccc1OCCCC(=O)Nc1cccnc1 | -1.4 | -0.74 | -100 |
| O=C(CCCOc1ccc(Cl)cc1)Nc1cccc(C(=O)O)c1 | x | x | -6 |
| CCOC(=O)c1sc2nccc(N(C)C)c2c1N=CNOCc1ccccc1 | -1.3 | -0.92 | 39 |
| Cc1ccc(N(CN2C(=O)c3ccccc3C2=O)C(=O)c2ccc([N+](=O)[O-])cc2[N+](=O)[O-])cc1 | -1.1 | -0.26 | -42 |
| O=C(/C=C/c1ccc(Br)o1)Nc1nccs1 | x | x | 17 |
| CC(=O)c1nn(-c2ccc(Br)cc2)cc1C(=O)c1ccco1 | -1.3 | -0.92 | -19 |
| Cc1ccc(Cl)cc1N1CCN(S(=O)(=O)c2c(C)[nH]c(=O)[nH]c2=O)CC1 | 1.2 | 1.2 | x |
| COc1ccc(OCCCCOc2ccccc2Cl)cc1 | -0.38 | -1.6 | x |
| CCC(=O)Nc1cccc(NC(=O)CSc2nnnn2C)c1 | 0.94 | 0.84 | -50 |
| CCC(NC(=O)c1ccccc1O)c1ccccc1 (stereo unspecified) | -0.94 | -0.31 | -74 |
| O=C(Nc1ccccc1Cc1ccccc1)c1ccc2c(c1)SC1=NS(=O)(=O)CCN12 | 0.04 | -0.72 | -13 |
| Cn1c(=O)n(C)c2cc(NC(=O)CSc3nnc(-c4ccccc4O)n3-c3ccccc3)ccc21 | -0.82 | -1.7 | -26 |
| Cc1ccc(C(=O)/C=C2\NCC(C)NC2=O)cc1 (stereo unspecified) | 0.14 | -0.56 | 18 |
| Brc1ccccc1Cn1c(-c2cscn2)nc2ccccc21 | -2.8 | -2.2 | 13 |
| N#C/C(=C(\O)c1ccco1)c1ccccn1 | 1.3 | 1.6 | x |
| COc1cc(C2N(c3cccc(Cl)c3)C(=O)C3CCCN32)cc(OC)c1OC (stereo unspecified) | -0.04 | -0.5 | x |
| COc1ccc(Nc2nc(N)nc(CSC(=S)N3CCN(C)CC3)n2)cc1 | x | x | -41 |
| Cc1ccc(-n2c(SCC3CCCCO3)nnc2-c2ccco2)cc1 (stereo unspecified) | -1.7 | -1 | -156 |
| Cc1c(Cl)c([N+](=O)[O-])nn1CCCC(=O)Nc1ccc(Cl)cc1Cl | -0.37 | -0.64 | -29 |
| O=C(O)C1CCCCC1C(=O)Nc1ccc(F)cc1F (stereo unspecified) | -0.06 | -0.95 | -15 |
| CCc1ccc(C(=O)COC(=O)c2cnccn2)cc1 | -0.22 | -0.63 | -50 |
| Clc1nc(-c2ccccc2)cc(-c2ccc(Br)cc2)n1 | x | x | 7 |
| COc1ccccc1CC(=O)Nc1ccc(-c2noc(COc3ccc(Br)cc3)n2)cc1 | -0.78 | -0.36 | -11 |
| O=C(COC(=O)c1ccccc1O)Nc1ccc(OC(F)F)cc1 | -0.42 | -0.44 | 20 |
| Cc1ccc(NC(=O)CN(C)C(=O)CN2C(=O)NC(C)(c3ccccc3)C2=O)cc1 (stereo unspecified) | 1.1 | -0.72 | 6 |
| O=S(=O)(Cc1ccccc1Cl)CC(O)COc1ccccc1Cl (stereo unspecified) | -1.2 | -1.5 | -400 |
| COC(=O)Cc1c(C)nc2nc(-c3ccccc3)[nH]n2c1=O | 0.64 | -0.08 | -300 |
| CCOC(=O)N1CCN(C(=O)CSc2nnc(-c3cccc(Cl)c3)o2)CC1 | 1.3 | 1.3 | 29 |
| O=C(NC(=S)Nc1ccc(NC(=O)c2cccs2)cc1)c1ccco1 | -1.6 | -1.2 | 10 |

Next section:
| structure | SDO1 yeast rescue | SDO1 yeast rescue Rescue 24 h | Insulin prom inh |
| --- | --- | --- | --- |
| Cc1[nH]n2c(=O)cc(C(C)(C)C)nc2c1-c1ccccc1 | 0.08 | -0.35 | 13 |
| COc1ccc(-c2ocnc2C(=O)N2CCN(C(c3ccccc3)c3ccccc3)CC2)cc1 | x | x | 14 |
| Cc1cccc2cc3c(NC(=O)C(C)C)nn(C)c3nc12 | -0.62 | -0.52 | x |
| O=C(c1cccc([N+](=O)[O-])c1)N(c1ccccn1)c1ccccn1 | 0.11 | -0.51 | x |
| CCN1/C(=C\c2ccc3ccccc3[n+]2CC)Sc2cc(C)ccc21 | x | x | i |
| O=C(NCCCN1CCCC1)c1ccc2c(Cl)c3c(nc2c1)CCCC3 | x | x | -64 |
| COc1cc(CN2CCN(S(=O)(=O)c3ccc(NC(C)=O)cc3)CC2)cc(OC)c1O | -0.48 | -1.4 | -42 |
| CC1CCCC(NC(=O)COC(=O)c2ccccc2Sc2ccccc2C#N)C1C (stereo unspecified) | -0.37 | 0.92 | -47 |
| Cc1nn2c3ccccc3nc2n(Cc2ccccc2)c1=O | x | x | 41 |
| COc1ccc(CNC(=O)c2noc(C)c2[N+](=O)[O-])cc1 | x | x | -12 |
| COc1cc(OC)c(NC(=O)Nc2ccc(OC)c(OC)c2)cc1Cl | -0.28 | -1.4 | -500 |
| CCN(CC)S(=O)(=O)c1ccc(N2CCOCC2)c(NS(=O)(=O)c2ccc(C(C)C)cc2)c1 | -0.15 | 0.05 | 4 |
| COc1ccc(-c2noc(COc3ccc4ccccc4c3Br)n2)cc1OC | 0.41 | 1.6 | 8 |
| COc1ccc(NC(=O)CSc2nnc(Cn3c(=O)sc4ccccc43)n2C)c(OC)c1 | 1.9 | 3.4 | x |
| Cc1cccc(NS(=O)(=O)c2cc(C(=O)N3CCCC3)ccc2Cl)c1 | 0.09 | -0.34 | 14 |
| O=C(NCCCn1ccnc1)c1cc(C2CC2)on1 | 0.3 | 0.03 | 50 |
| CSc1nc(C)c(Cl)c(C)c1C#N | -0.26 | -0.6 | -22 |
| Cc1cc(C)cc(OCC(=O)OCC(=O)Nc2ccc(Cl)cn2)c1 | -0.2 | -0.36 | 3 |
| CCN(CC)S(=O)(=O)c1ccc(C)c(NC(=O)COc2ccc3c(C)cc(=O)oc3c2)c1 | 1.4 | 1.3 | x |
| CCCCCCCC(=O)N/N=C/c1cccnc1 | 0.15 | 1.2 | -3 |
| CC(C)CCNC(=O)CCn1nc(-c2ccccc2)ccc1=O | 0.27 | -0.54 | 0 |
| CC(NC(=O)NC12CC3CC(CC(C3)C1)C2)c1ccc2c(c1)OCO2 (stereo unspecified) | x | x | -5 |
| Cc1cc(Cl)ccc1NC(=O)COC(=O)c1nc2nccc(C)n2n1 | x | x | 14 |
| COc1ccc(-c2noc(CNC(=O)Nc3ccc(F)cc3)n2)cc1 | x | x | 11 |
| Cc1cccc(NC(=O)CSc2nnnn2-c2cccnc2)c1 | 0.14 | -1 | 25 |
| O=c1ccccn1Cc1ccccc1F | 0.12 | 0.98 | x |
| CC1(C)CC(=O)c2cc(OCC(=O)NCc3cccnc3)ccc2O1 | 0.81 | 0.54 | x |
| COc1ccc2c(CC(=O)Nc3c(C)n(C)n(-c4ccccc4)c3=O)coc2c1 | 1.5 | 1.2 | x |
| COC(=O)CNC(=O)c1nn(-c2cccc(OC)c2)c(=O)c2ccccc12 | 0.82 | 0.55 | x |
| COC(=O)Cc1sc(-c2ccccn2)nc1-c1ccccc1 | x | x | -22 |
| CC(C)(C)c1ccc(-c2cc(C(=O)NNC(=O)Nc3ccccc3)c3ccccc3n2)cc1 | -1.4 | -1.1 | -70 |
